Screens (PubChem)
MDM2 E3 inh: Mdm2 E3 ligase (human) inhibition. signal enhancement, % at 5 µM. cell-based MDM2 ubiquitination luciferase reporter, 2 h; 0 = plate control, 100 = twice control, blank-subtracted. Q00987. AID 1230. 210,000 compounds, 0.11% hits;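 active = signal enhancement of 30% or more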;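 also: luminescence tracks abundance of the self-degrading MDM2-luciferase fusion protein; higher signal means inhibition of MDM2 E3 ligase activity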
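system = mammalian cells stably expressing self-ubiquitinating, self-degrading MDM2 E3–luciferase fusion | quantity = 2000 cells per well seeded | incubation = 4 h cell settling then 2 h compound exposure, 37 °C | signal = SteadyLite luminescence, 15 min reagent step | benchmarks = plate control and blank wells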
EBV gp42 block: blocks Epstein-Barr virus glycoprotein 42 binding | Q1HVG2 | Fluorescence polarization binding assay, mP read-out | inhibition, % (tested at 21.74 µM) | 220,000 compounds, 0.42% hits; in the data active = inhibition above about 50%
NCF1 inh: inhibitors of human p47phox binding. p47phox/p22phox peptide binding, fluorescence polarization, 2 h. 220,000 compounds, 0.53% hits. P14598. AID 1274. inhibition, % at 24.7 µM;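 active = inhibition above about 30%, limit read from the data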;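 also: 0% = p47phox with labelled peptide and 100% = labelled peptide alone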
Target sequence (P14598 whole entry, looked up): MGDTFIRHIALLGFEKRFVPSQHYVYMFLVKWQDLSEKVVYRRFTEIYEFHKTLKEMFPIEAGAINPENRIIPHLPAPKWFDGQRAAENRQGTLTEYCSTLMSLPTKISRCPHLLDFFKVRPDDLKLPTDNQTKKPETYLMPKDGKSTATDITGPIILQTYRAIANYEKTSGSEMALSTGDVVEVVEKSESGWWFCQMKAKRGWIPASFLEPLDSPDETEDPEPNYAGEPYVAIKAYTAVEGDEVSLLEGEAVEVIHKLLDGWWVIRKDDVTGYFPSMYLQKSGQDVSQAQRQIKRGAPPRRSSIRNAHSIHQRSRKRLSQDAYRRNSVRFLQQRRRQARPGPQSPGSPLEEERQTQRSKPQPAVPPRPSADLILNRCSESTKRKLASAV
TRPN1 ag: activates the zebrafish TRPN1 channel | HEK293 zebrafish TRPN1-YFP, Fluo-8 calcium fluorescence; 100% = response to 87 µM carbachol | 220,000 compounds, 0.18% hits | AID 1424 | activation, % at 3 µM;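 active = activation above its plate's cutoff, the mean activation of test wells on that plate plus 3 SD, cut at about 19% in these data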;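 also: 0% = DMSO alone and 100% = 87 µM carbachol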
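Material: zebrafish TRPN1-YFP in HEK293 cells; Doses: single test compound dose, 3 µM nominal, 0.3% DMSO; Timing: dye loading 1 h at 37 °C, then 30 min room temperature; Technique: intracellular calcium fluorescence with Fluo-8; Benchmarks: high carbachol 87 µM, low DMSO alone.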
TRPML3 ag: activates the human TRPML3 channel; Q8TDD5; HEK293 TRPML3-YFP, Fluo-8 calcium fluorescence; 100% = the carbachol control signal; activation, % at 3 µM; 220,000 compounds, 0.29% hits;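 active = activation above its plate's cutoff, the mean activation of the plate's test wells plus 3 SD, cut at about 12% in these data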;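 also: 0% = DMSO only wells and 100% = carbachol wells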
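system = HEK293 cells stably carrying human TRPML3-YFP | doses = one concentration, 3 µM nominal, 0.3% DMSO | timing = dye loading 1 h 37 °C then 30 min ambient, 125 s read | detection = Fluo-8 calcium dye fluorescence, ex 470-495, em 515-575 nm | benchmarks = high control carbachol 87 µM, low control DMSO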
CHOP inhibitor: blocks CHOP induction under ER stress | CHO-K1 CHOP-promoter luciferase, tunicamycin-induced, 15-18 h | inhibition, % at 10 µM | 220,000 compounds, 3.8% hits | AID 2732;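 active = compounds that reduced the stress-induced luciferase reporter signal by more than about 70% of percent inhibition, limit read from the data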;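 also: 0% = tunicamycin plus vehicle and 100% = wells without tunicamycin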
Runt-SMMHC FRET: inhibitors of human RUNX1 Runt domain binding to CBFb-SMMHC; Q01196+Q13951; Cerulean-Runt/Venus-CBFb-SMMHC FRET ratio 530/480, 1 h; inhibition, % at 20 µM; 220,000 compounds, 0.74% hits; AID 1434;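 active = mean inhibition across duplicate retests at 20 µM reaching about 50%, limit read from the data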;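 also: 0% = DMSO wells and 100% = wells with excess untagged CBFb-SMMHC; inhibitors lower the FRET ratio by blocking Runt binding to CBFb-SMMHC; some results filed as inactive read as strong as hits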
Target sequence (Q01196 whole entry, looked up, the tested form may be a part): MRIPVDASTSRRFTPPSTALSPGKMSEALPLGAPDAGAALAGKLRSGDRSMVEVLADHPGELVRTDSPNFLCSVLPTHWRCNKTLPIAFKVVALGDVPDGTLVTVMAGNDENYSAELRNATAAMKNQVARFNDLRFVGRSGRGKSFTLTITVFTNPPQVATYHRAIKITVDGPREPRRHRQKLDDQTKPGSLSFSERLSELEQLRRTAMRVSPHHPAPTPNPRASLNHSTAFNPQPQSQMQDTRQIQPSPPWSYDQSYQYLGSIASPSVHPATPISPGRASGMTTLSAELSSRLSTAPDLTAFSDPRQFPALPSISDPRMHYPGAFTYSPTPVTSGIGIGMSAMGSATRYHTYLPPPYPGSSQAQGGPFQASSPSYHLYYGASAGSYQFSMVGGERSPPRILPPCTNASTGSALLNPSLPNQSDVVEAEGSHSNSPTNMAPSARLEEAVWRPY
Target sequence (Q13951 whole entry, looked up, the tested form may be a part): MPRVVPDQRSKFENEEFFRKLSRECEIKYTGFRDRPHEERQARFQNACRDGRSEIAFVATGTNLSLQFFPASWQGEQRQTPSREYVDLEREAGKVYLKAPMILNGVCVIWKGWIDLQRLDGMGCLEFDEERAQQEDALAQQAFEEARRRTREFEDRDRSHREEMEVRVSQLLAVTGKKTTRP
TNF death inh: TNF-alpha cell death inhibition in Jurkat FADD-/- cells. Jurkat FADD-/- TNF necroptosis rescue, ATP luminescence, 24 h; 0 = TNF only, 100 = no-TNF cells. 220,000 compounds, 0.068% hits. activation (protection from cell death), % at 10 µM;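 active = activation, meaning protection from cell death, of at least 50% relative to plate controls; inactive = activation below 50%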;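 also: necroptosis triggered by 40 ng/mL TNF-alpha added together with compound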
PPC-1+TRAIL kill: kills PPC-1 cancer cells in the presence of TRAIL; PPC-1 cells + TRAIL, ATPLite viability luminescence; cell killing (% activity), % at 4 µM; 220,000 compounds, 0.41% hits;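 active = cell killing above 50% in the first pass at 4 µM, then a duplicate retest at 5 µM averaging 50% or more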;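 also: plate controls were cells with TRAIL plus DMSO for no effect and medium-only wells lacking cells for full effect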
* hit, by the source's call; . = not tested or not shown. Rows are unselected. Share with any hit: about 5.9%.

Start of the data: the first 5 entries (preview)
SMILES	MDM2 E3 inh	EBV gp42 block	NCF1 inh	TRPN1 ag	TRPML3 ag	CHOP inhibitor	Runt-SMMHC FRET	TNF death inh	PPC-1+TRAIL kill
Cc1cc(C(=O)CSc2ncccn2)c(C)n1-c1cccc(F)c1	-23	4	-6	-2.5	-0.4	4	13	2.0	13
CCCCNC(=O)C1COc2ccccc2O1 (configuration not stated)	-7	1	-16	1.6	-0.1	10	2	1.0	-2
Cc1nc(SCC(=O)N2CC(C)OC(C)C2)nc(C)c1C (configuration not stated)	5	-13	-2	0.3	-0.8	10	-2	-2.0	-3
CC1COC(C)(CC(=O)NN2C(=O)c3ccccc3C2=O)O1 (configuration not stated)	-4	-10	-56	0.6	-0.2	15	.	-0.5	.
CCOC(=O)C1(C)NC(c2ccc(OC)cc2OC)C2C(=O)N(c3cccc(OC)c3)C(=O)C21 (configuration not stated)	-6	-18	-7	2.4	0.3	28	-1	-1.4	14

The list itself, repeating the preview:
SMILES	MDM2 E3 inh	EBV gp42 block	NCF1 inh	TRPN1 ag	TRPML3 ag	CHOP inhibitor	Runt-SMMHC FRET	TNF death inh	PPC-1+TRAIL kill
Cc1cc(C(=O)CSc2ncccn2)c(C)n1-c1cccc(F)c1	-23	4	-6	-2.5	-0.4	4	13	2.0	13
CCCCNC(=O)C1COc2ccccc2O1 (configuration not stated)	-7	1	-16	1.6	-0.1	10	2	1.0	-2
Cc1nc(SCC(=O)N2CC(C)OC(C)C2)nc(C)c1C (configuration not stated)	5	-13	-2	0.3	-0.8	10	-2	-2.0	-3
CC1COC(C)(CC(=O)NN2C(=O)c3ccccc3C2=O)O1 (configuration not stated)	-4	-10	-56	0.6	-0.2	15	.	-0.5	.
CCOC(=O)C1(C)NC(c2ccc(OC)cc2OC)C2C(=O)N(c3cccc(OC)c3)C(=O)C21 (configuration not stated)	-6	-18	-7	2.4	0.3	28	-1	-1.4	14
COc1ccc(C)cc1S(=O)(=O)Nc1ccccc1C	-1	-11	-5	-2.5	0.1	9	0	-1.3	-4
Cc1ccc(-n2cc(CN(C)Cc3nccn3C)c(-c3cccc(C)c3)n2)cc1	1	-7	-13	-0.9	0.1	9	1	3.9	0
Cc1ccccc1CNC(=O)/C=C\C(=O)O	-93	-11	0	0.4	-0.1	56	1	1.1	35
CCOC(=O)Nc1sc2nc(C)cc(C)c2c1-n1cccc1	0	6	-13	-1.0	-1.0	38	3	-8.3	5
Cc1nnc(Nc2ccc(C(=O)NCCO)cc2)c2ccccc12	-33	4	-1	0.6	0.7	-4	2	1.9	-2
COc1cc(CC(=O)OCC(=O)Nc2cc([N+](=O)[O-])ccc2Cl)cc(OC)c1OC	0	7	-118	-1.3	0.4	0	4	-0.1	-2
COCCn1nnnc1C(c1cccs1)N1CCN(c2ccccc2)CC1 (configuration not stated)	-9	-9	-5	1.3	0.0	4	3	-0.3	5
CCOc1ccc(NC(=O)N(CCN2CCOCC2)Cc2ccc3c(c2)CCCN3CC)cc1	-15	-3	2	0.5	-0.2	24	-4	0.0	7
C[C@H](NC(=O)CCCn1nnc2ccccc2c1=O)C(=O)O	1	-17	-7	-0.1	-0.3	6	-6	2.3	-6
Cc1ccc(-c2csc(NC(=O)C[n+]3cc(-c4ccccc4)n4c3CCC4)n2)cc1	-4	-11	-15	1.1	-0.1	-8	0	-5.6	-13
COc1ccc(CCN(C)C(=O)/C=C/c2c(Cl)nc3ccccn23)cc1OC	-12	-28	-5	0.0	0.9	0	14	0.1	-9
Cc1ccc(OCC(=O)NNC(=O)CSc2ncc(C#N)c(N)n2)cc1	-3	-10	-14	1.8	0.6	1	3	0.0	9
O=C(CN1CC(=O)Oc2ccccc21)OCC(=O)c1cccc(Br)c1	.	-6	0	-0.1	0.7	49	9	-2.2	-3
Cc1cccnc1NC(=O)NC(=O)c1ccc(C(C)(C)C)s1	-7	0	-9	0.6	-0.1	33	1	-11	5
O=C(N/N=C/c1ccc([N+](=O)[O-])o1)C(=O)Nc1ccc(C(=O)O)cc1	-11	-2	-11	0.5	0.9	16	14	5.3	7
O=C(COC(=O)Cc1cccc2ccccc12)Nc1ccccc1-c1ccccc1	-6	-8	-3	0.6	1.2	-2	-7	1.4	27
C/C(CCc1ccccc1)=N\NC(=O)C(=O)Nc1cccc(Cl)c1	-3	-2	-8	-1.2	-0.2	54	2	1.3	29
CC(NC(=O)CNC(=S)N(Cc1cccs1)C1CCCC1)c1ccccc1 (configuration not stated)	-8	-5	-5	-3.1	-0.5	12	2	-0.9	13
O=C(COC(=O)C1CC(=O)N(c2ccc3c(c2)OCCO3)C1)Nc1ccc2c(c1)CCC2 (configuration not stated)	-11	-4	-11	-0.4	-0.1	8	-3	0.2	10
CC(C)OC(=O)CCNc1n[nH]c(=O)[nH]c1=O	.	4	-8	-0.1	1.1	12	-1	-0.2	5
Cc1ccccc1N1CC2=C(C1=O)C(c1ccccc1)NC(=O)N2C (configuration not stated)	-3	-19	-7	1.5	0.2	5	-2	2.8	7
Cc1nc(Oc2ccccc2)c2ccccc2n1	-3	-21	14	-0.8	0.6	17	0	1.4	18
O=C(NCCc1ccccc1)C(=O)NCC1(c2ccccc2)CCCC1	-20	0	-7	-0.1	1.0	25	-7	-0.8	9
CN(c1cccc(NC(=O)CN(c2cccc(F)c2)S(C)(=O)=O)c1)S(C)(=O)=O	-11	-10	-5	1.2	0.5	-2	2	-0.3	12
O=C(CNCCO)N1CCc2ccccc21	-25	-6	-4	-0.5	0.4	-19	-7	-1.0	20
Cn1cccc1/C=N/NC(=O)c1ccccn1	-5	-9	-7	0.1	1.0	-11	2	-5.5	19
Cc1ccc(/C=N/NC(=O)c2n[nH]c3c2CCCC3)cc1	-15	-3	-5	1.5	0.3	-27	2	-18	4
COC(=O)c1[nH]c2ccccc2c1NS(=O)(=O)c1ccc(OC)cc1OC	-9	11	-6	-2.7	0.5	11	1	0.1	13
Cc1c(C(=O)NCc2ccccc2)cnn1-c1ccccc1	-6	15	1	-1.2	-0.2	8	0	1.1	28
COc1cc2[nH]c(=S)n(C3CCCC3)c(=O)c2cc1OC	-14	0	-10	0.2	0.5	25	4	0.6	14
Cc1onc(-c2ccccc2)c1C(=O)NC(=S)NNC(=O)c1ccccc1O	-14	1	-9	81*	55*	77*	8	-1.2	25
O=C(Nc1ccc(O)c(C(=O)O)c1)Oc1ccccc1	-7	-5	-9	2.0	1.0	6	1	1.6	7
CN1CCc2nc(SCC(=O)Nc3cccc(F)c3)c(C#N)c(-c3cccs3)c2C1	5	27	-20	-0.6	-0.5	-6	-9	-0.2	25
O=C(NCCCN1CCCCCC1)c1ccc2c(c1)NC(=O)C(N1CCOCC1)S2 (configuration not stated)	-5	-28	-13	2.3	0.0	9	5	-0.2	12
O=C(Cc1ccccc1)Nc1nonc1NC(=O)c1ccccc1	11	-1	0	0.4	0.9	38	-7	-5.5	4
O=C(NCc1n[nH]c(=S)n1-c1ccc(F)cc1)c1ccc(S(=O)(=O)N2CCCC2)cc1	10	-28	-30	-0.8	1.2	7	8	-1.1	-5
COCCNC(=O)c1cc2c(-c3ccc(Cl)cc3)nn(C)c2s1	-1	-1	-11	-1.7	-0.2	31	0	0.8	5
COc1c(O)ccc(/C=C(\C#N)c2nc3ccccc3[nH]2)c1[N+](=O)[O-]	-1	9	-12	-1.2	1.0	32	100*	2.6	5
CN1CCN(/N=C/c2cccc(Cl)c2Cl)CC1	-5	-10	-13	-0.9	0.5	-7	2	4.4	21
Cc1cccc(-c2nc3ccccc3c(=O)n2NC(=O)Cc2ccc(Cl)cc2)c1	-2	1	-9	1.1	1.2	42	-2	0.2	-5
CCOC(=O)c1ccccc1OCc1cc(/C=N/n2cncn2)ccc1OC	-15	-3	-4	0.9	0.3	42	-4	-5.9	1
C/C(N)=C(/C#N)C(=O)COC(=O)c1cc(-c2ccc(C)cc2)nc2ccccc12	0	-13	-50	1.2	1.1	54	-3	-0.8	2
CCN(CC)S(=O)(=O)c1cc(NC(=O)COC(=O)c2ccc(NC(=O)CC#N)cc2)ccc1C	-7	1	-47	2.2	0.3	-9	-8	0.4	3
NC(=O)C1(N2CCCCC2)CCN(C(=S)Nc2cc(F)cc(F)c2)CC1	-12	-9	-6	3.9	0.4	-9	2	0.2	2
O=C(CN1CCOCC1)n1c2c(c3ccccc31)CCCC2	-12	0	3	-1.5	-1.0	18	2	0.3	-8
Cc1ccc[n+](CC(=O)Nc2ccc([N+](=O)[O-])cc2Cl)c1	-19	-20	-4	1.6	1.2	-6	9	-1.9	-4
CCN1CCN(CCCNC(=O)C2c3ccccc3C(=O)N(c3ccc(OC)cc3)C2c2ccc(OC)cc2)CC1 (configuration not stated)	14	-13	-4	-0.4	-1.1	-9	-2	-1.4	28
CSC1=C(C#N)C(=O)NC(c2ccc(Cl)cc2)S1 (configuration not stated)	-3	-6	-4	0.1	0.9	-45	0	-15	16
C/C(=N\NC(=O)c1ccc(N/N=C(\C)c2ccc(O)cc2)cc1)c1ccc(O)cc1	-20	-3	-40	1.9	0.5	40	18	-20	13
COc1ccc(NC(=O)C2CC(=O)NC3=C2C(=O)CC(C)(C)C3)cc1 (configuration not stated)	-9	-14	-9	1.3	1.4	9	-4	-0.4	0
CN(CCC#N)C(=O)CSc1ncnc2sc(-c3ccccc3)cc12	0	-12	-37	2.5	1.5	29	-10	-5.8	0
c1cncc(-c2nnc(SCc3cccc4ccccc34)o2)c1	-22	2	-6	-0.3	-0.2	33	-1	-1.5	11
CC1=C(C(=O)NCc2ccccc2)C(c2cccs2)NC(=S)N1 (configuration not stated)	-5	-2	.	0.6	0.7	20	2	-0.3	18
CCCCCCCCCCC(=O)Nc1cccnc1	9	-15	-6	-0.1	-0.3	-2	-3	1.1	6
COc1cccc(NC(=O)C2CCCN2C(=O)Nc2cccc(F)c2)c1 (configuration not stated)	3	-16	-3	-0.9	-0.8	30	-1	-0.1	22
Later entries.
SMILES	MDM2 E3 inh	EBV gp42 block	NCF1 inh	TRPN1 ag	TRPML3 ag	CHOP inhibitor	Runt-SMMHC FRET	TNF death inh	PPC-1+TRAIL kill
Cc1ccc(NS(=O)(=O)c2cc(C(=O)O)ccc2Cl)cc1	-19	-7	-13	-0.4	1.1	3	-2	-1.0	15
CC1Cc2ccccc2N1CC(=O)Nc1ccc2c(c1)OCO2 (configuration not stated)	-20	-20	-12	-1.6	0.1	20	0	-0.2	14
O=C(Oc1cccc(NC(=O)c2ccco2)c1)c1cccc(S(=O)(=O)N2CCCC2)c1	-1	-13	-42	1.2	0.0	61	-1	-1.3	8
c1ccc(-c2csc(-c3cccnc3)n2)cc1	-3	-7	-6	-1.1	-0.1	8	-1	0.8	20
CC(=O)Nc1nc2nc(-c3ccccc3)cc(-c3ccccc3)n2n1	-18	-8	0	0.3	0.9	14	-6	-5.3	12
